Bioassay records (PubChem)
Rat MKP-3 inhibitors: inhibition of rat DUSP6 enzyme activity – biochemical, in vitro, primary screen (AID 425); inhibition, % at 20 µM, or IC50 in µM where a hit was titrated; recombinant MKP-3 phosphatase activity, fluorescence; higher % means a stronger effect; 110,000 compounds, 0.17% hits; in the data active means inhibition above about 50%;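 further: plate controls were vehicle for no effect and reference inhibitor for full effect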
Hsp70 displacement: Hsp70 inhibitors, probe displacement, primary screen, biochemical, fluorescence polarization (AID 583) | one-dose displacement, % at 20 µM; IC50 in µM for titrated hits | Hsp70 fluorescence polarization probe displacement, mP; higher % means a stronger effect | 140,000 compounds, 0.06% hits; in the data active means displacement above about 50%;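 further: plate controls were vehicle for no effect and reference ligand for full effect; a part of the inactive calls stands beside numbers as strong as those of hits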
The depositor's hits bear a star; . = no result given; & = joins results of further samples. These rows are one share of the data; rates above refer to the full screens.

SMILES | Rat MKP-3 inhibitors | Hsp70 displacement
COC(=O)c1sc(N)c(C(=O)OC)c1CSc1nnnn1C | -6% | 2.3%
Cn1c(=O)c2[nH]cnc2n(-c2ccccc2)c1=O | 8% | -0.8%
O=C(Cc1ccccc1)N1CCC(C(=O)N2CCN(c3ccc(F)cc3)CC2)CC1 | -12% | -2.8%
Cc1ccc(C(=O)O)cc1S(=O)(=O)N1CCCC1 | . | 7.8%
COC(=O)c1ccccc1NC(=O)COc1ccc(C)cc1C | 1% | -2.0%
CCc1cc2c(=O)n(-c3ccccc3)cnc2s1 | -12% | .
CCOC(=O)c1c(N2C(=O)C3C4C=CC(O4)C3C2=O)sc2c1CCCC2 (configuration not stated) | -6%&1% | 0.6%
O=C1CC(c2ccccc2)CC2=C1C(c1cccnc1)N(C(=O)c1ccccc1)c1ccccc1N2 (configuration not stated) | 2% | -5.2%
O=C1CCCN1CCCn1cnc2c([nH]c3ccc(F)cc32)c1=O | -15% | 1.8%
CCN1C(=O)CSC1=Nc1ccc(C(=O)O)cc1 | 3% | 1.8%
Cc1nc(CN2CCCC2=NC#N)n(-c2ccccc2)n1 | -9% | 1.0%
Cc1nnc(NC(=O)Cc2cccs2)s1 | 4% | -0.7%
CN(CC(=O)N1CCN(c2ccccc2F)CC1)S(=O)(=O)c1cnc[nH]1 | . | 0.5%
COc1cc2c(cc1OC)C(C(=O)NCc1cccnc1)C(c1cccnc1)N(C)C2=O (configuration not stated) | 1% | -5.6%
O=C(Nc1cccnc1)c1ccccc1O | . | 11%
COCCOC(=O)C1=C(C)NC2=C(C(=O)CCC2)C1c1cc2c(cc1Br)OCO2 (configuration not stated) | -13% | 3.2%
CCCCC(=O)NC(=S)NNC(=O)CC | . | -3.0%
COc1ccc(-c2nnc(SCCc3ccccc3)n2N)cc1 | 1% | -2.4%
CCN(CCNC(=O)CN1CCN(Cc2ccc(Cl)cc2)C1=O)c1ccccc1 | 5% | .
O=C(c1cccc(C(=O)N2CCN(c3ccccc3F)CC2)c1)N1CCN(c2ccccc2F)CC1 | -13% | 1.9%
COc1ccc(S(=O)(=O)Nc2cc(C)ccc2OC)cc1C | -9% | 5.7%
O=C(c1cccc2ccccc12)N1CCN(c2nc3ccc([N+](=O)[O-])cc3s2)CC1 | 1% | -0.6%
O=C(NCc1ccc2c(c1)OCO2)c1cccc(I)c1 | 5% | -5.3%
COc1ccc(Br)cc1/C=C/C(=O)Nc1cccc(S(N)(=O)=O)c1 | 3% | 3.7%
Cc1ccccc1C(=O)Nc1cccc(Oc2ccc3c(c2)C(=O)N(c2ccccc2)C3=O)c1 | 3% | 2.6%
COc1cc(/C=N/NC(N)=O)ccc1Oc1nc(Nc2ccc(C)cc2Br)nc(N2CCOCC2)n1 | 0% | 4.1%
COc1ccc(OC)c(Nc2ncnc3c2cnn3-c2ccccc2)c1 | -7% | 3.4%
CCCn1c(Sc2nnnn2-c2ccccc2)n[nH]c1=O | -10% | 0.2%
CCCCc1cc(=O)oc2cc(OC(C)=O)ccc12 | 7% | -0.9%
COc1ccc(NC(=O)Nc2ccc(N3CCCC3=O)cc2)cc1OC | 2% | 4.5%

6 records drawn at random from those above, as already listed:
SMILES | Rat MKP-3 inhibitors | Hsp70 displacement
COc1ccc(NC(=O)Nc2ccc(N3CCCC3=O)cc2)cc1OC | 2% | 4.5%
CCN(CCNC(=O)CN1CCN(Cc2ccc(Cl)cc2)C1=O)c1ccccc1 | 5% | .
O=C(NCc1ccc2c(c1)OCO2)c1cccc(I)c1 | 5% | -5.3%
O=C(c1cccc2ccccc12)N1CCN(c2nc3ccc([N+](=O)[O-])cc3s2)CC1 | 1% | -0.6%
COCCOC(=O)C1=C(C)NC2=C(C(=O)CCC2)C1c1cc2c(cc1Br)OCO2 (configuration not stated) | -13% | 3.2%
Cc1ccccc1C(=O)Nc1cccc(Oc2ccc3c(c2)C(=O)N(c2ccccc2)C3=O)c1 | 3% | 2.6%

More records.
SMILES | Rat MKP-3 inhibitors | Hsp70 displacement
Cc1ccc(N2CCN(/N=C\c3ccccc3F)CC2)cc1 | 0% | 0.5%
N#Cc1c(/N=C/c2ccc(Br)s2)sc2c1CCC2 | . | 2.5%
CCOc1ccc(NS(=O)(=O)c2ccc3[nH]cc(C(=O)NCCOC)c(=O)c3c2)cc1 | 4% | 2.3%
O=C(CSc1nc2[nH]ncc2c(=O)n1-c1ccccc1Br)NCc1ccco1 | -5% | 2.2%
COc1ccc(CN2CCN(C(=O)c3ccccc3)CC2)cc1Br | 3% | -1.2%
CN(C)CCC(=O)NCC1OCCc2ccccc21 (configuration not stated) | . | 9.0%
Cc1cc(C)c(NC(=O)c2ccoc2C)c(C)c1 | . | 0.7%
Cc1ccc(-c2nc3cnccn3c2Nc2ccccc2)o1 | -2% | 3.2%
COc1cccc(C(=O)CSc2nnc(-c3cc(OC)cc(OC)c3)o2)c1 | -3% | -1.1%
COCCN1C(=O)/C(=C\c2ccc(SC)cc2)C(C(=O)OC)=C1C | 1% | -0.6%
c1ccc(-c2ccc(-n3cnc4ccccc43)cc2)cc1 | 0% | 0.4%
CC(c1ccccc1)C1CC(=O)N(c2ccc(C(=O)O)cc2)C1=O (configuration not stated) | -6% | -3.7%
COC(=O)c1cccc(NS(=O)(=O)c2ccc(OC)c(OC)c2)c1C | . | 3.1%
O=C(CSc1nc2c(c(=O)n1-c1ccc(Cl)cc1)SCC2)NCC1CCCO1 (configuration not stated) | -6% | -1.0%
CCCOc1ccc(C(=O)Nc2cc(C(=O)OC)cc(C(=O)OC)c2)cc1 | 1% | 1.5%
CCOc1cc(/C=C2/SC(=S)N(CC)C2=O)ccc1OCc1ccccc1Cl | -4% | 2.0%
Nc1c(N2CCCC2)cc(Cl)c2nonc12 | 3% | 23%
Cc1onc(-c2c(Cl)cccc2Cl)c1C(=O)NC1CCCCCCC1 | -4% | 5.7%
COc1ccc(C(=O)Nc2c(Cl)cc(Cl)cc2C(=O)NCCN2CCOCC2)cc1 | . | 2.0%
O=C(Nc1nnc(-c2ccc(Cl)cc2)o1)C1CCCCC1 | -2% | -0.2%
COC(=O)c1c(NC(=O)c2ccccc2)sc2c1CC(C)(C)OC2 | . | 4.3%
COCCOC(=O)C1=C(C)NC2=C(C(=O)CC(C)(C)C2)C1c1cccc(Cl)c1 (configuration not stated) | -1% | 8.0%
CCCCN(CC)C(=O)c1cc2cc3ccc(OC)cc3nc2o1 | . | -0.8%
O=C(Cn1nnc(-c2ccc(CN3CCOCC3)cc2)n1)N1CCCc2ccccc21 | 0% | 2.0%
O=C(CSc1nnc(C2CC2)n1-c1ccccc1)NCCc1ccc(F)cc1 | . | -1.6%
COc1ccc(C(=O)Nc2ccc(S(=O)(=O)NC(C)C)cc2)cc1 | . | 2.0%
Cc1cc(C)nc(N(C#N)CCOc2ccccc2)n1 | -7% | -2.3%
CCOC(=O)C1=Nc2ccccc2C1=[N+]=[N-] | -5% | 0.4%
O=C1c2ccccc2C(=O)N1CCn1c(=O)oc2ccccc21 | -12% | -2.9%
Cc1ccc(S(=O)(=O)NCCNC(=O)c2ccccc2)cc1 | -5% | -2.3%
CCOCCn1c(CN2CCC(Cc3ccccc3)CC2)nc2c1c(=O)n(C)c(=O)n2C | 4% | 2.0%
O=C(N1CCOCC1)N1CCN(c2ccccc2)CC1 | 2% | -3.3%&-7.9%
O=C(Nc1ccc(Cl)cc1)C1CC(=O)N(c2cccc([N+](=O)[O-])c2)C1 (configuration not stated) | 1% | 4.5%
Cc1cc2oc(=O)cc(CN3CCN(Cc4ccccc4)CC3)c2cc1Cl | -12% | 3.5%
O=C(NCc1cccnc1)c1nn2c(C(F)(F)F)cc(-c3cccs3)nc2c1Cl | 0% | 0.2%
C=CCc1ccccc1OCCOc1c(I)cc(/C=C2/SC(=S)N(C)C2=O)cc1OC | -5% | -35%
CC1(c2ccccc2)NC(=O)N(CC(=O)NCCC2=CCCCC2)C1=O (configuration not stated) | . | -0.7%
COC(=O)C(C)Sc1ccc2nnc(-c3cccc(F)c3)n2n1 (configuration not stated) | -2% | -6.6%
C/C(CC(C)C)=N\NC(=O)C(O)(c1ccccc1)c1ccccc1 | 5% | 0.6%
CCCC(=O)NCCc1cc2c(C)ccc(C)c2[nH]c1=O | -5% | 1.5%
CC(=O)Nc1cccc(C(=O)NC(C)c2ccc(S(N)(=O)=O)cc2)c1 (configuration not stated) | . | 4.5%
CC(C)(C)n1nnnc1C(c1cccs1)N(Cc1cccnc1)Cc1ccccc1Cl (configuration not stated) | . | 0.6%
Cc1ccc(C)c(-n2c(N)c(C(N)=O)sc2=S)c1 | -2% | -0.6%
Cc1ccc(N2C(=O)/C(=C/c3ccccc3C(=O)O)SC2=S)c(C)c1 | 2% | -0.9%
Cc1ccc2cc(CN(CCN3CCOCC3)Cc3nnnn3Cc3ccco3)c(=O)[nH]c2c1C | 0% | -3.5%
O=C(NCCCc1ccccc1)c1cccc(F)c1 | 3% | 0.1%
Cc1nc(SCCC(=O)O)c2ccccc2n1 | -6% | 5.9%
COc1ccccc1N1C(=O)/C(=C\c2ccc(Cl)cc2Cl)SC1=S | 0% | 0.5%
COc1cc(NC(=O)c2ccc(Cl)cc2Cl)cc(OC)c1 | -2% | -2.4%
CCCc1noc(-c2ccc(-c3ccccc3)cc2)n1 | 2% | -0.8%
Cc1ccc(C)c(NC2=C(Cl)C(=O)OC2OC(=O)c2ccco2)c1 (configuration not stated) | . | 1.0%
CCOc1cccc(C2NC(=O)NC(C)=C2C(=O)OCC(Cl)(Cl)Cl)c1 (configuration not stated) | 0% | -4.7%
Cc1cc(C)nc(N2CCC(C(=O)NCC3CCCCC3)CC2)n1 | -19% | -0.6%
O=C(Nc1ccc2nc(-c3ccc(O)cc3)sc2c1)C1CCCCC1 | 0% | 3.7%
O=C(OCc1ccc2c(c1)OCO2)c1ccc(S(=O)(=O)N2CCCC2)cc1 | -15% | -5.3%
O=C(c1ccc([N+](=O)[O-])cc1Cl)N1CCN(c2ccccn2)CC1 | 3% | -3.6%
CC1=NN(c2ccccc2)C(=O)/C1=C\c1cn(CCC#N)nc1-c1ccc(C)o1 | 3% | -1.3%
O=C1CC(c2ccccc2)CCc2sccc2N1 (configuration not stated) | . | -5.6%
COc1cc(C)nc(Oc2ccc(=O)[nH]n2)n1 | 3% | -2.4%
CCOC(=O)c1c(C)oc2c1c(C=NCC1CCCO1)c(O)c1ccccc12 (configuration not stated) | 41% | 6.7%
The list continues:
SMILES | Rat MKP-3 inhibitors | Hsp70 displacement
CC(Oc1ccccc1F)C(=O)Nc1ccc2ccccc2c1 (configuration not stated) | . | -2.4%
CCCCOC(=O)C(C)Oc1ccc(=O)n(-c2ccccc2)n1 (configuration not stated) | -6% | 5.4%
CN(Cc1ccccc1)S(=O)(=O)c1ccc(OCC(=O)N2CCOCC2)cc1 | . | -3.0%
CN1CCN(C(=O)c2c(NC(=O)c3ccco3)sc3c2CCC(C(C)(C)C)C3)CC1 (configuration not stated) | 3% | 3.9%
COC(=O)C1=C(C)NC(=O)CC1c1cccc(Cl)c1Cl (configuration not stated) | -3% | -0.7%
COc1ccc(Cl)cc1NC(=O)CSc1nc(N2CCCCC2)nc(N2CCCCC2)n1 | -5% | 5.5%
Cc1cc(C)cc(CC2CC(=O)N(c3ccc(Br)cc3)C2=O)c1 (configuration not stated) | 2% | 3.1%
C/C(=N\NC(=O)c1cc(C)[nH]n1)c1ccc(N)cc1 | 5% | -3.3%
COc1ccc2nc(CC(C)(C)CC(=O)O)c[n+]([O-])c2c1 | -5% | -0.1%
CCCCCn1c(NCc2ccco2)nc2ccccc21 | 2% | -0.7%
CCN(Cc1ccccc1)C(=O)CCCOc1ccccc1 | -7% | 2.0%
CCCCCSc1nnc2c(n1)OC(c1cccn1C)N(C(C)=O)c1ccccc1-2 (configuration not stated) | -1% | 1.9%
CN1CCN(C2=Cc3ccc(Cl)cc3Sc3ccc(F)cc32)CC1 | . | -1.2%
Cn1cccc1Cc1nnc(SCC(=O)N2CCCCCC2)n1CCc1ccccc1 | 1% | -3.2%
Cc1cc(C)c2nc(NC(=O)c3ccco3)sc2c1 | 4% | 1.3%

7 entries already listed, ordered by number of heavy atoms, descending.
SMILES | Rat MKP-3 inhibitors | Hsp70 displacement
C=CCc1ccccc1OCCOc1c(I)cc(/C=C2/SC(=S)N(C)C2=O)cc1OC | -5% | -35%
O=C(c1cccc2ccccc12)N1CCN(c2nc3ccc([N+](=O)[O-])cc3s2)CC1 | 1% | -0.6%
COc1cccc(C(=O)CSc2nnc(-c3cc(OC)cc(OC)c3)o2)c1 | -3% | -1.1%
COc1ccc(C(=O)Nc2ccc(S(=O)(=O)NC(C)C)cc2)cc1 | . | 2.0%
Cc1cc(C)cc(CC2CC(=O)N(c3ccc(Br)cc3)C2=O)c1 (configuration not stated) | 2% | 3.1%
COc1ccc2nc(CC(C)(C)CC(=O)O)c[n+]([O-])c2c1 | -5% | -0.1%
CCCCc1cc(=O)oc2cc(OC(C)=O)ccc12 | 7% | -0.9%

Remaining list, next part.
SMILES | Rat MKP-3 inhibitors | Hsp70 displacement
CCN(CC)c1ccc(N=Cc2cccc(O)c2O)cc1 | 16% | 1.0%
CCC(C(=O)Nc1ccc(S(=O)(=O)NC(C)=O)cc1)c1ccccc1 (configuration not stated) | 4% | -1.5%
Cc1ccc2c(c1)-c1cc(C)nn1C(c1sccc1C)N2 (configuration not stated) | -3% | -1.0%
CC1(CC(=O)O)SC(=O)NC1=O (configuration not stated) | 0% | 2.1%
CCN(CCCCN1C(=O)c2ccccc2C1=O)c1ccc2c(c1)C(=O)N(C)C2=O | 1% | 8.8%
